Screening data (PubChem BioAssay)
S2 tox: reduces viability in counter-screen for ATXN expression inhibitors | 0.49% of 400,000 active | Potency, µM (series often up to 56.7 µM), usual class: cytotoxic | S2 cells (HEK-293 line with an ATXN2-luciferase reporter) viability, CellTiter-Fluor protease fluorescence, 24 h; further: potency means the concentration at half of the fitted maximal effect; nearly all actives have a fitted effect of over 40% in size
HT1080 IDH1KD tx: HT-1080 IDH1 knockdown cell toxicity (counter line) | HT-1080 IDH1 knockdown viability, ATP luminescence, 48 h | Potency, µM (series often up to 46.1 µM), without a hit: at the top dose activity, negative = toxicity, most hits filed as cytotoxic | 2% of 360,000 active | AID 686971;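 further: potency means the concentration at half of the fitted maximal effect; 0% = DMSO wells and -100% = cell-free medium wells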
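Knockdown cells (IDH1KD HT-1080) received compounds 2 h after plating at 750 cells/well and were kept 48 h at 37 °C in 5% FBS RPMI. A CellTiter-Glo luminescence read gave % activity for curve fitting.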
ATXN2 expr inh: reduces ATXN2 reporter expression in HEK-293 cells; HEK-293 ATXN2-luciferase reporter, luminescence, 24 h; Potency, µM (highest dose often 57 µM), for the others: at the highest dose activity change, negative = inhibition, usual class: inhibitors; 0.72% of 360,000 active; further: potency means the concentration at half of the fitted maximal effect; on the % scale 0 is the no-effect control and ±100 the full control effect; nearly all actives have a fitted effect of over 55% in size
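ATXN2-luciferase reporter cells (luciferase flanked by upstream and downstream ATXN2 gene portions) were treated 24 h at 37 °C with compounds at up to 57 uM. SteadyGlo luminescence gave expression; GF-AFC fluorescence gave viability.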
IL-1B inflam inh: inflammasome signaling inhibition, IL-1 beta readout; 4.7% of 360,000 active; THP-1 LPS/ATP IL-1B secretion, AlphaLISA, 16 h; active compounds read low; activity change, % at 57.5 µM; in the data active means activity change below about -50%; inconclusive means mostly about -30% to -49%; further: on the % scale 0 is the no-effect control and ±100 the full control effect
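THP-1 cells pretreated 1 hr with compounds (up to 57.5 uM final), then stimulated with LPS (250 ng/mL final) plus ATP (1.25 mM final); secreted IL-1B measured by AlphaLISA after 16 hr, decreased signal indicating inhibition.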
KB-V1 cytotox: kills drug-selected multidrug resistant KB-V1 cells. 3.4% of 400,000 active. Potency, µM (doses to about 46.1 µM), inactives show at the highest dose activity change, negative = cytotoxicity, most hits filed as cytotoxic. KB-V1 MDR cells viability, CellTiter-Glo, 72 h. AID 1347076; further: potency means the concentration at half of the fitted maximal effect; on the % scale 0 is the no-effect control and ±100 the full control effect; nearly all actives have a fitted effect of over 60% in size
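Cytotoxicity toward P-gp-expressing KB-V1 cells was determined as loss of CellTiter-Glo luminescence after 72 h at 37 degrees C. Compounds were tested in quantitative HTS format across a concentration range, with curves fitted to normalized data.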
KB-3-1 cytotox: KB-3-1 parental cell cytotoxicity | KB-3-1 viability, CellTiter-Glo ATP luminescence, 72 h | Potency, µM (titrated, usually from 46.1 µM), for inactives: top-dose activity change, negative = cytotoxic, hits mostly cytotoxic | 1.4% of 400,000 active | AID 1347075; further: potency means the concentration at half of the fitted maximal effect; on the % scale 0 is the no-effect control and ±100 the full control effect; nearly all actives have a fitted effect of over 60% in size
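KB-3-1 cells, DMEM (no phenol red) + 10% FBS; compound by pin transfer, 72 h, 37 °C. Readout: CellTiter-Glo luminescence after 10 min. Data normalized, curve-fitted.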
SW480 rereplic: induces DNA re-replication in SW480 colon adenocarcinoma cells. SW480 DNA re-replication, Hoechst DNA content imaging, 48 h. Potency, µM (doses to about 46.1 µM), without a hit: top-dose re-replication activation, most hits filed as activators. 1.8% of 340,000 active. AID 624297; further: potency means the concentration at half of the fitted maximal effect; % of control where 0% means no effect; nearly all actives have a fitted effect of over 55% in size
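Image-based DNA-content assay: after two days of treatment, nuclei were labelled with the DNA dye Hoechst and imaged, and hits were compounds raising the count of nuclei showing high fluorescence intensity.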
HT1080NT lethal: kills 2HG-producing HT-1080-NT fibrosarcoma cells; HT-1080-NT fibrosarcoma viability, CellTiter-Glo ATP luminescence, 48 h; Potency, µM (doses to about 46.1 µM), inactives show at the top dose activity, negative = less viability, usual class: cytotoxic; 1.6% of 360,000 active;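 further: NT is the 2HG producing partner of a matched IDH1 knockdown line; potency means the concentration at half of the fitted maximal effect; 0% = DMSO-treated cells and -100% = media-only wells without cells; nearly all actives have a fitted effect of over 55% in size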
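Viability by CellTiter-Glo luminescence after 48 h compound exposure at 37C of HT-1080-NT cells (750/well, RPMI, 5% FBS). % activity scaled between DMSO wells and medium-only wells, then curve-fitted and categorized by curve class.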
MCF10A rereplic: induces DNA re-replication in MCF 10a normal breast cells. 2.9% of 350,000 active. Potency, µM (titrated, usually from 46.1 µM), inactives show at the highest dose activity, positive = re-replication, hits mostly activators. MCF 10A DNA re-replication, Hoechst nuclear intensity, 48 h; further: potency means the concentration at half of the fitted maximal effect; % of control where 0% means no effect; nearly all actives have a fitted effect of over 50% in size
* marks the source's active call; other numbers are inactive results; i = inactive; ? = inconclusive; nt = no result given; [ ] = dose if it differs, or a comment. Unless noted, the call rests on the fitted dose curve; in most records, active means well fitted curve in the direction sought with a large enough effect; inconclusive means small, poorly fitted or top-dose-only effect, or another doubt; inactive means no such curve, though single readings can be large; an effect the other way counts as inactive or inconclusive. Outcome played no part in choosing rows; about 11% have a hit in one of these screens.

SMILES | S2 tox | HT1080 IDH1KD tx | ATXN2 expr inh | IL-1B inflam inh | KB-V1 cytotox | KB-3-1 cytotox | SW480 rereplic | HT1080NT lethal | MCF10A rereplic
O=C(COCc1cc(-c2ccc3c(c2)OCO3)on1)N1CCCCC1 | i | -25% | -3% | 0 | 1% | -8% | 6% | -23% | -3%
NNC(=O)c1n[nH]c2c1CC(C1CCCCC1)CC2 (centres undefined) | i | 1% | -12% | -11 | -3% | -4% | -1% | -2% | ?
O=C(Nc1ccccc1F)c1ccc(-c2ccccc2)s1 | i | nt | 27% | nt | -9% | -2% | nt | nt | nt
Cn1nnnc1Sc1ncnc2scc(-c3ccc[nH]3)c12 | ? | nt | 10µM* | nt | ? | ? | ? | nt | ?
CN1CCN(c2ccc(S(=O)(=O)N3CCCCC3)cc2NC(=O)c2cccc([N+](=O)[O-])c2)CC1 | nt | -5% | -18% | -4 | -2% | -35% | -6% | -4% | 4%
Cc1cc(=O)oc2c1c(C)nn2-c1ccc(Br)cc1 | i | -3% | 8% | 30 | -28% | -9% | 1% | 1% | -8%
CSCC(=O)N1CCCC(CO)(CCCc2ccccc2)C1 (centres undefined) | i | 5% | 1% | 16 | -5% | -4% | -2% | 6% | -4%
CCC1(c2ccc(F)cc2)NC(=O)N(CC(=O)Nc2ccc3c(c2)OCCO3)C1=O (centres undefined) | i | -1% | -1% | 6 | ? | -4% | -11% | -2% | -6%
COCCN1C(=O)N(c2cccc(C)c2)C(=O)C1CC(=O)Nc1ccc(F)cc1 (centres undefined) | i | 7% | 1% | 8 | 5% | 11% | 8% | 9% | 0%
CN1CCCC(C)(C(=O)Nc2ccc3scnc3c2)C1 (centres undefined) | i | 7% | 19% | 47 | 6% | 0% | nt | ? | nt
O=C(CN1CCN(S(=O)(=O)c2ccc(Br)cc2)CC1)Nc1ccccc1F | i | 4% | -13% | -14 | -3% | 0% | -1% | 11% | -1%
Cc1cccc(N(CC(=O)NC2CCCCC2)C(=O)c2ccc(C)s2)c1 | i | ? | 0% | ? | -2% | -9% | 7.3µM* | 2% | ?
COc1ccc(/C=N/NC(=O)c2ccc(COc3cccc4cccnc34)cc2)cc1O | i | -9% | -9% | -1 | -6% | -6% | ? | -9% | -3%
CC1CCN(S(=O)(=O)c2ccc3c(c2)N(CC(=O)N2CCN(c4ccccc4)CC2)C(=O)CO3)CC1 | i | nt | 6% | nt | ? | ? | nt | nt | nt
CC1=C(C(=O)Nc2ccccc2C)C(c2cccnc2)n2nc(CCCO)nc2N1 (centres undefined) | i | 5% | 4% | 19 | 16% | 10% | -1% | 0% | -6%
O=C(Cn1cc([N+](=O)[O-])ccc1=O)N1CCc2ccccc2C1 | i | -12% | nt | 3 | -4% | -1% | -1% | 10% | 1%
COc1ccc2c(c1)c(CC(=O)OC(C)C(=O)N(C)C)c(C)n2C(=O)c1ccc(Cl)cc1 (centres undefined) | i | -2% | -14% | 8 | ? | 1% | 23% | -4% | 28%
COc1ccc(C(=O)N2CCCc3ccccc32)cc1 | i | -8% | 8% | 6 | ? | 0% | -3% | 3% | -8%
CC(=O)Nc1ccc(Oc2sc(C(=O)c3ccccc3)c(N)c2C#N)cc1 | i | 16µM* | -2% | -60* | -12% | -2% | ? | ? | 21µM*
COc1ccc(C2C(C(=O)/C=C/c3ccco3)=C(O)C(=O)N2CCN2CCOCC2)cc1 (centres undefined) | i | 12% | -4% | 9 | -16% | 14% | -5% | -2% | -4%

Part of the list above with just HT1080NT lethal and MCF10A rereplic.
| SMILES | HT1080NT lethal | MCF10A rereplic |
| --- | --- | --- |
| O=C(CN1CCN(S(=O)(=O)c2ccc(Br)cc2)CC1)Nc1ccccc1F | 11% | -1% |
| COc1ccc(C2C(C(=O)/C=C/c3ccco3)=C(O)C(=O)N2CCN2CCOCC2)cc1 (centres undefined) | -2% | -4% |
| COCCN1C(=O)N(c2cccc(C)c2)C(=O)C1CC(=O)Nc1ccc(F)cc1 (centres undefined) | 9% | 0% |

Next part.
SMILES | S2 tox | HT1080 IDH1KD tx | ATXN2 expr inh | IL-1B inflam inh | KB-V1 cytotox | KB-3-1 cytotox | SW480 rereplic | HT1080NT lethal | MCF10A rereplic
CC(=O)Nc1cc(C(=O)N(C)Cc2ccccc2)ccc1S(=O)(=O)c1ccc(C)cc1 | i | 8% | nt | -5 | 4% | 0% | 4% | -3% | -1%
COc1ccc(C(C)=O)cc1CSc1nncn1-c1ccccc1 | i | 15% | 11% | 14 | -13% | 1% | -1% | 14% | -1%
Oc1c(Br)cc(Br)cc1CNc1cccc2cccnc12 | i | ? | nt | 0 | -22% | 2% | ? | -17% | ?
O=C(NCc1ccc(F)cc1)C1CCCN1C(=O)NCc1ccccc1 (centres undefined) | i | 27% | -26% | 8 | -14% | -2% | -1% | 24% | -1%
CCC(c1nc2ccccc2[nH]1)N(Cc1cccnc1)C(=O)c1cc(-c2ccccc2)on1 (centres undefined) | ? | -1% | -4% | -12 | 14% | 0% | nt | 0% | nt
O=C(O)C1CC=CCC1C(=O)N1CCN(c2nc(-c3ccccc3)c3ccccc3n2)CC1 (centres undefined) | i | -22% | -5% | -63* | 2% | -13% | ? | -6% | 9.2µM*
Cc1ccccc1N1CC(C(=O)Nc2nnc(SCCC3OCCO3)s2)CC1=O (centres undefined) | i | 16% | 5% | 18 | 9% | 22% | -3% | 11% | 10%
CCOc1ccc(-n2nc3cc(C)c(NC(=O)CC)cc3n2)cc1 | i | nt | 12% | nt | 17% | ? | nt | nt | nt
CCOc1ccc(NC(=O)c2ccc3[nH]c(=O)c(=O)[nH]c3c2)cc1 | i | 8% | nt | -1 | 20% | -2% | -47%[inhibitor] | 8% | 2%
CC1CN(C(=O)c2cccc(S(=O)(=O)N3CCN(c4ccccc4)CC3)c2)CC(C)O1 (centres undefined) | ? | 2% | -4% | 40 | -9% | -22% | 5% | 9% | 8%
CC(=O)c1cccc(Nc2c([N+](=O)[O-])c(=O)oc3ccccc23)c1 | i | -12% | 2% | 5 | -6% | -7% | 24% | -25% | ?
CS(=O)(=O)N1CCCC(C(=O)NCCc2ccccc2)C1 (centres undefined) | i | 2% | 4% | 5 | -11% | -12% | 16µM* | 21% | ?
O=C(Nc1ccccc1Cl)c1ccc2nsnc2c1 | i | 9% | 43%[activator][11.3 µM] | -3 | -20% | -2% | 0% | 15% | -7%
O=C(OC1CCOC1=O)c1ccc(Cl)c(S(=O)(=O)N2CCCCC2)c1 (centres undefined) | i | 5% | 13%[2.22 µM] | 21 | 17% | -1% | -7%[1.84 µM] | -2% | -30%
COCCn1c(SCC(=O)Nc2ccccc2OC)nc2ccccc2c1=O | i | 1% | -8% | -20 | -17% | -22% | -25% | -4% | -42%[inhibitor][9.22 µM]
COc1ccccc1Oc1ccc2c(c1)C(=O)N(CC1CCCO1)C2=O (centres undefined) | ? | 2% | 16% | -6 | 11% | 4% | nt | -4% | nt
CCN(C(=O)COC(=O)C1CCN(S(=O)(=O)c2ccc3c(c2)OCCO3)CC1)C1CCCCC1 | ? | 5% | -3% | 28 | 16% | 10% | -1% | 8% | 9%
COc1ccc(C(=O)C2CCN(C(=O)c3ccc(OC)cc3)CC2)cc1 | i | ? | -22% | ? | 6.5µM* | ? | 1% | 1% | 12%
Cc1cnn(-c2cc(N/N=C/c3ccc(F)cc3)ncn2)c1 | i | 1% | -32% | -23 | ? | -29% | 21% | 1% | ?
COc1ccccc1C(=O)OCc1cc(=O)n2nc(C3CCCCC3)sc2n1 | i | nt | -1% | nt | 2% | -4% | nt | nt | nt
CC1CCCCC1NC(=O)CCCCCn1c(=S)[nH]c2ccccc2c1=O (centres undefined) | i | 2% | -2% | 2 | 2% | -3% | 1%[1.84 µM] | -3% | 3%
O=C(Nc1ccc(Cl)cc1Cl)c1ccc2c(c1)OCCO2 | i | -2% | 1% | -22 | 0% | ? | -4% | -5% | 0%
COCC(C)n1c(COc2ccccc2F)nnc1SCC(=O)c1c(N)n(C)c(=O)n(C)c1=O (centres undefined) | i | -10% | -13% | 0 | 3% | -26% | 2% | -14% | 0%
Cc1c(CCC(=O)NCCCCCC(=O)O)c(=O)oc2c(C)c3oc4c(c3cc12)CCCC4 | i | 0% | nt | 10 | -6% | -4% | -11% | 0% | ?
Cc1nn(Cc2ccc(F)cc2)c(C)c1NC(=O)c1nn(C)cc1Cl | i | 0% | -3% | 1 | 9.2µM* | -2% | 1% | -13% | -1%
O=C(C[C@H]1C/C=C/CC[C@@H](Cc2ccc(F)cc2)C(=O)O[C@@H](c2ccccc2)CNC1=O)NCCO | i | 1% | -5% | 11 | 14% | 7% | -6% | 0% | 8%
COc1ccc(C(=O)NC(C)CCn2cccn2)cc1OC1CCN(C(C)C)CC1 (centres undefined) | i | 15% | 4% | -18 | 18% | 0% | 0% | 9% | 0%
O=C1CC(Sc2ncccc2C(=O)O)C(=O)N1 (centres undefined) | i | -6% | 14% | 10 | -8% | -12% | 2% | -5% | 12%
Cc1ccc(/C=N/NC(=O)Cn2cnc3ccccc32)o1 | i | -1% | 5% | -4 | 0% | 0% | -14% | 0% | -2%
CC(=O)Nc1nc(C)c(-c2csc(Nc3cccc(C(C)=O)c3)n2)s1 | ? | -4% | nt | -79* | ? | ? | 4% | ? | -3%
O=C(OCc1cn([C@H]2C[C@H](c3ccccc3)N(Cc3cccs3)C[C@@H]2O)nn1)c1ccccc1 | i | 3% | -16% | -18 | 4% | 12% | nt | -1% | nt
C[C@H](CO)N1C[C@H](C)[C@@H](CN(C)S(=O)(=O)c2ccccc2)Oc2ccc(NC(=O)Cn3cnnn3)cc2C1=O | i | 16% | 8% | 17 | 0% | 18% | -36%[inhibitor][9.22 µM] | 9% | -64%[inhibitor]
Cc1cc(=O)[nH]c(SCC(=O)NCC2CCCO2)n1 (centres undefined) | i | 9% | 6% | 3 | 5% | 5% | -9% | 13% | 0%
